Screening data from PubChem BioAssay.
PRC2 inh: EZH2/PRC2 methyltransferase inhibitors, primary screen, biochemical, DELFIA time-resolved fluorescence, single point | PRC2 H3K27 methylation, DELFIA TRF, 1 h | inhibition, % at 12.5 µM | 57,000 tested, 0.35% active | AID 651548, 2012;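 active means mean inhibition of replicates at least 50% and every single replicate also reaching 50%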;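 further: dimethyl H3K27 on biotinylated H3 21-44 peptide detected by antibody; plate controls were median neutral control wells for no effect and median positive control wells for full effect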
IDH1 R132H inh: inhibitors of IDH1 R132H reductase, primary screen, biochemical, plate reader, single point. Isocitrate dehydrogenase [NADP] cytoplasmic (Homo sapiens), O75874. diaphorase/resazurin fluorescence, 60 min. inhibition, % at 10 µM. 70,000 tested, 0.18% active; in the data active means inhibition above about 34%;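 further: 0% = DMSO and 100% = no enzyme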
Target sequence (O75874 whole entry R132H): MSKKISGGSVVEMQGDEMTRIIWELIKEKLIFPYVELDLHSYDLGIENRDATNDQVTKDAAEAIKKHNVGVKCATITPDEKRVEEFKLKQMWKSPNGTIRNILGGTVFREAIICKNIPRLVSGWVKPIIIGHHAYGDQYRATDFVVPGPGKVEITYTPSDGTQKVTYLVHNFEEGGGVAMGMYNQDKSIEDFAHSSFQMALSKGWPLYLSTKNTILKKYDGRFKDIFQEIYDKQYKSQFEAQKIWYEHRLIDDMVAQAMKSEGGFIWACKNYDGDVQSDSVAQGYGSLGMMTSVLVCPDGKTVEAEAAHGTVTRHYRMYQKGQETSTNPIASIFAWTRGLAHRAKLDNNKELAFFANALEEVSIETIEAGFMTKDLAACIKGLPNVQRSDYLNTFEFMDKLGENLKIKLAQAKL
The depositor's hits bear a star; nt = not tested or not shown; & = joins results of further samples. Only part of the results is shown; count on the stated rates, not on these rows.

Below each compound – PRC2 inh	IDH1 R132H inh
COc1ccc(S(=O)(=O)N(C)C[C@@H]2Oc3c(NS(=O)(=O)c4ccc(F)cc4)cccc3C(=O)N([C@H](C)CO)C[C@H]2C)cc1
 : nt	1.9
COc1ccc(NC(=O)Nc2ccc3c(c2)CC(=O)N([C@@H](C)CO)C[C@@H](C)[C@H](CN(C)C(=O)Nc2c(C)noc2C)O3)cc1
 : nt	-0.3
C[C@@H]1CN([C@@H](C)CO)S(=O)(=O)c2ccc(-c3cccc(C#N)c3)cc2O[C@@H]1CN(C)C(=O)c1ccc(F)cc1
 : -1&-1	nt
CN(C)CCCOc1ccc(/C=N/NC(=O)CCCCCCC(=O)NO)cc1
 : -5	nt
N#C[C@@H]1[C@@H](c2ccc(-c3cccc(F)c3)cc2)[C@@H](CO)N1C(=O)NC1CCCC1
 : nt	0.1
CNC[C@H]1Oc2c(NC(=O)c3nc4ccccc4s3)cccc2C(=O)N([C@H](C)CO)C[C@@H]1C
 : -9	-0.6
COc1ccc(S(=O)(=O)N[C@H]2C=C[C@@H](CC(=O)N3CCC(Cc4ccccc4)CC3)O[C@H]2CO)cc1
 : -14	-0.2
CC(C)Cc1nc(SC(C)C(=O)Nc2ccc(Cl)cc2)n[nH]1 (centres undefined)
 : -6	0.0
Cc1ccc(S(=O)(=O)NCC[C@@H]2CC[C@H](NC(=O)c3cccnc3)[C@@H](CO)O2)cc1
 : -1	0.3
COc1ccc(OC)c(NC(=O)CSc2nc3ccccc3n2C2CCCCC2)c1
 : 35	-0.5
O=C(C[C@H]1C[C@@H]2c3cc(NC(=O)Cc4ccncc4)ccc3O[C@@H]2[C@H](CO)O1)NCc1ccc(-c2ccccc2)cc1
 : -13	-0.2
CC(C)NC(=O)N[C@@H]1CC[C@H](CCNS(=O)(=O)c2ccc(Cl)cc2)O[C@@H]1CO
 : -4	0.2
O=C(O)C[C@H]1C=C[C@@H](NC(=O)Nc2ccccc2)[C@@H](CO)O1
 : -7	0.1
O=C(C[C@H]1C[C@@H]2c3cc(NS(=O)(=O)c4ccc(F)cc4)ccc3O[C@@H]2[C@@H](CO)O1)N1CCCCC1
 : -5	3.5
C/C=C/c1ccc2c(c1)O[C@@H](CN(C)C(=O)c1ccncc1)[C@H](C)CN([C@@H](C)CO)S2(=O)=O
 : 3	0.0
C[C@H]1CCCCO[C@@H](CN(C)C(=O)C2CCCCC2)[C@@H](C)CN([C@@H](C)CO)C(=O)c2cc(NS(=O)(=O)c3cn(C)cn3)ccc2O1
 : nt	-1.8
Cc1noc(C)c1NC(=O)Nc1ccc2c(c1)C(=O)N([C@H](C)CO)C[C@H](C)[C@H](CN(C)Cc1ccc(C(=O)Nc3ccccc3N)cc1)O2
 : -5	0.4
C[C@H]1CCCCO[C@H](CN(C)C)[C@@H](C)CN([C@@H](C)CO)C(=O)c2cc(NS(=O)(=O)c3ccccc3)ccc2O1
 : 7	-0.4
C[C@@H]1CN([C@@H](C)CO)C(=O)c2cc(NC(=O)Nc3ccc4c(c3)OCO4)ccc2O[C@@H]1CN(C)S(=O)(=O)c1cn(C)cn1
 : nt	-0.5
CO[C@@H]1CN(C)C(=O)c2ccc(NS(C)(=O)=O)cc2OC[C@H](C)N(C(=O)C2CCCCC2)C[C@H]1C
 : -4	0.6
CN(C)C(=O)C[C@@H]1C[C@H]2c3cc(NS(C)(=O)=O)ccc3O[C@H]2[C@@H](CO)O1
 : -10	-0.1
COc1cccc(NC(=O)N[C@@H]2CC[C@@H](CC(=O)NCc3ccncn3)O[C@@H]2CO)c1
 : -2	-0.2
C[C@@H]1CN([C@@H](C)CO)C(=O)c2cc(C3=CCCC3)cnc2O[C@@H]1CN(C)C(=O)c1ccc2c(c1)OCO2
 : -1	-11
C[C@H](CO)N1C[C@H](C)[C@H](CN(C)S(C)(=O)=O)Oc2ncc(-c3cccnc3)cc2C1=O
 : -1	-3.4
C[C@@H]1CCCCO[C@@H](CN(C)C(=O)c2ccccc2)[C@@H](C)CN([C@@H](C)CO)C(=O)c2cc(N(C)C)ccc2O1
 : -4	4.6
C[C@@H]1CN([C@@H](C)CO)S(=O)(=O)c2ccc(-c3cncnc3)cc2O[C@@H]1CN(C)C(=O)CC1CC1
 : -14	-0.1
C[C@H]1CN([C@@H](C)CO)C(=O)c2cc(NC(=O)c3ccncc3)ccc2O[C@H]1CN(C)Cc1ccc(C(=O)Nc2ccccc2N)cc1
 : -13	-0.3
O=C1N(Cc2ccccc2)Cc2ccccc2[C@@H]2OC(c3ccc(OCCCO)cc3)=N[C@]12CCS(=O)(=O)c1ccccc1
 : -2	nt
COc1ccc(NC(=O)Nc2ccc3c(c2)C(=O)N([C@@H](C)CO)C[C@@H](C)[C@@H](CN(C)S(=O)(=O)c2ccc(OC)cc2)OCCCC[C@H](C)O3)cc1
 : nt	-0.1
COC(=O)c1cccc(NC(=O)CSc2nc3ccccc3s2)c1
 : 16	0.1

Entries listed so far that have a Cl atom, in the order listed:
Below each compound – PRC2 inh	IDH1 R132H inh
CC(C)Cc1nc(SC(C)C(=O)Nc2ccc(Cl)cc2)n[nH]1 (centres undefined)
 : -6	0.0
CC(C)NC(=O)N[C@@H]1CC[C@H](CCNS(=O)(=O)c2ccc(Cl)cc2)O[C@@H]1CO
 : -4	0.2

(list continues)
Below each compound – PRC2 inh	IDH1 R132H inh
O=C(NCC[C@@H]1CC[C@@H](NC(=O)C2CCOCC2)[C@H](CO)O1)c1cc(Cl)cc(Cl)c1
 : -2	-1.2
C[C@H](CO)N1C[C@H](C)[C@@H](CN(C)S(=O)(=O)c2ccc(F)cc2)Oc2ncc(C#CC3(O)CCCC3)cc2C1=O
 : 1	2.1
Cc1ccc(NC(=O)CSC2CC(=O)N(c3ccc(Cl)cc3)C2=O)cc1 (centres undefined)
 : -8	-0.3
C=CC/C=C\C/C=C\CCCCCCCc1cccc(O)c1C(=O)O
 : nt	0.1
C[C@@H]1CN([C@H](C)CO)C(=O)c2cc(N(C)C)ccc2O[C@@H]1CN(C)Cc1ccc2c(c1)OCO2
 : -12	-2.1
CNC[C@H]1Oc2c(NC(=O)c3ccncc3)cccc2C(=O)N([C@@H](C)CO)C[C@@H]1C
 : -3	2.7
COc1ccc(CN(C)C[C@@H]2Oc3c(NC(=O)Nc4ccc(C(F)(F)F)cc4)cccc3C(=O)N([C@H](C)CO)C[C@@H]2C)cc1
 : -8	0.1
CCCNC(=O)N(C)C[C@H]1Oc2cc(-c3ccc(C)cc3)ccc2S(=O)(=O)N([C@H](C)CO)C[C@H]1C
 : 12	4.4
COc1cccc(-c2ccc3c(c2)O[C@@H](CN(C)C(=O)c2ccccc2F)[C@@H](C)CN([C@@H](C)CO)S3(=O)=O)c1
 : -9	-3.8
COc1ccc(NC(=O)c2ccco2)cc1NC(=O)CSc1ccc(Cl)cc1
 : 11	0.0
C[C@@H]1CN([C@@H](C)CO)C(=O)Cc2cc(NS(=O)(=O)c3ccc(Cl)cc3)ccc2O[C@@H]1CN(C)C(=O)Nc1ccccc1
 : 10	-5.0
CC(C)c1cn(CC[C@H]2CC[C@H](NC(=O)C3CCCC3)[C@@H](CO)O2)nn1
 : -10	-0.3
CO[C@H]1CN(C)C(=O)c2ccc(NC(C)=O)cc2OC[C@@H](C)N(CC2CCCCC2)C[C@H]1C
 : -4	0.3
COc1cc(/C=C/C=N/NC(=O)c2ccccc2O)ccc1O
 : -7	nt
O=C(CCCN1C(=O)c2ccccc2C1=O)Nc1cccc(Cl)c1
 : -4	0.3
CO[C@H]1CN(C)C(=O)c2cc(NC(=O)C3CC3)ccc2OC[C@@H](C)N(CCc2ccccc2)C[C@H]1C
 : 9	nt
O=C(COc1ccc([N+](=O)[O-])cc1)Nc1cccc(-c2nc3c(ccc4ccccc43)o2)c1
 : -1	-0.2
CO[C@H]1CN(C)C(=O)c2ccc(NC(C)=O)cc2OC[C@H](C)NC[C@H]1C
 : 6	0.2
CC(C)C#Cc1cnc2c(c1)C(=O)N([C@@H](C)CO)C[C@@H](C)[C@H](CN(C)C(=O)Nc1ccccc1)O2
 : 12	-3.2
CC(=O)c1ccc(NC(=O)CSc2ncnc3c2sc2nc4c(cc23)COC(C)(C)C4)cc1
 : -5	0.0
COc1ccc(NC(=O)N(C)C[C@@H]2Oc3c(NC(=O)c4ccncc4)cccc3C(=O)N([C@@H](C)CO)C[C@@H]2C)cc1
 : 1	nt
CCC(=O)Nc1ccc2c(c1)OC[C@@H](C)N(Cc1cncnc1)C[C@@H](C)[C@@H](OC)CN(C)C2=O
 : -4	0.2
C[C@@H]1CN([C@H](C)CO)C(=O)c2c(c3ccccc3n2C)-c2ccccc2CO[C@@H]1CN(C)S(=O)(=O)c1ccc(Cl)cc1
 : -74	0.0
CO[C@H]1CN(C)C(=O)c2ccc(NC(=O)c3nc4ccccc4s3)cc2OC[C@@H](C)N(Cc2ccncc2)C[C@H]1C
 : -13	0.3
C[C@H](CO)N1C[C@H](C)[C@@H](CN(C)C(=O)C2CCOCC2)Oc2ncc(Br)cc2C1=O
 : nt	0.2
CCCC#Cc1ccc2c(c1)O[C@H](CN(C)Cc1cncnc1)[C@H](C)CN([C@@H](C)CO)S2(=O)=O
 : -13	-2.1
C[C@@H]1CN([C@@H](C)CO)C(=O)c2cc(N(C)C)ccc2O[C@H]1CN(C)C(=O)Nc1ccc(C(F)(F)F)cc1
 : -8	1.1
C[C@H](CO)N1C[C@H](C)[C@@H](CN(C)Cc2ccc3c(c2)OCCO3)OCc2cn(nn2)CCCC1=O
 : 0	nt
COc1ccc(CNc2nc(-c3ccc(Cl)cc3)nn2C(=O)c2ccco2)cc1
 : -22	1.2
O=C(Nc1ccccc1)c1ccc(S(=O)(=O)NCc2ccco2)cc1
 : 1	-0.5
O=C1C2(CO)C=C(Br)[C@H](C[C@@H]2c2ccccc2)[C@@]12CO2
 : -4	nt
CC(C)CC#Cc1ccc2c(c1)O[C@H](CN(C)C(=O)Cc1ccccn1)[C@@H](C)CN([C@@H](C)CO)S2(=O)=O
 : -8	0.4
CO[C@H]1CN(C)C(=O)c2cc(NC(=O)Nc3ccccc3)ccc2OC[C@@H](C)NC[C@@H]1C
 : -3	0.1
C[C@@H]1CN([C@@H](C)CO)C(=O)c2cc(-c3cncnc3)cnc2O[C@@H]1CN(C)Cc1ccncc1
 : -11	4.1
C[C@H](CO)N1C[C@H](C)[C@@H](CN(C)C(=O)CN(C)C)Oc2ncc(-c3ccc(C#N)cc3)cc2C1=O
 : -5	0.2
C[C@@H]1CN([C@H](C)CO)C(=O)c2cccc(NC(=O)Nc3ccccc3)c2O[C@H]1CN(C)C(=O)Nc1ccccc1
 : -3	nt
Cc1ccc(S(=O)(=O)N(C)C[C@@H]2Oc3c(NS(=O)(=O)c4ccc(Cl)cc4)cccc3C(=O)N([C@H](C)CO)C[C@@H]2C)cc1
 : nt	-0.9
Cc1ccccc1S(=O)(=O)NCC[C@H]1CC[C@@H](NC(=O)C2CCCCC2)[C@@H](CO)O1
 : -3	0.3
Cc1nnc(SCC(=O)Nc2ccccc2N2CCOCC2)s1
 : nt	1.8
CO[C@H]1CN(C)C(=O)c2cc(NC(=O)Nc3ccc(Cl)cc3)ccc2OC[C@@H](C)N(C)C[C@@H]1C
 : -1	-0.2
O=C(Cc1ccccc1)N[C@@H]1C=C[C@@H](CC(=O)N2CCCCC2)O[C@H]1CO
 : -3	1.3
COc1ccc(CCNC(=O)Nc2ccc(C(C)=O)cc2)cc1OC
 : -6	-0.3
C[C@H](O)C#Cc1ccc2c(c1)O[C@H](CN(C)C)[C@H](C)CN([C@@H](C)CO)S2(=O)=O
 : nt	0.8
CO[C@@H]1CN(C)C(=O)c2cc(NS(C)(=O)=O)ccc2OC[C@H](C)N(CC2CCCCC2)C[C@H]1C
 : -6	-0.3
C[C@H](CO)N1C[C@H](C)[C@H](CN(C)C(=O)CN(C)C)Oc2ncc(-c3ccc(C#N)cc3)cc2C1=O
 : -2	-3.3
C[C@@H]1CN([C@@H](C)CO)C(=O)c2cccc(NC(=O)Nc3ccc(F)cc3)c2O[C@H]1CN(C)Cc1ccc(Oc2ccccc2)cc1
 : nt	3.1
CCCC#Cc1ccc2c(c1)O[C@@H](CN(C)C(=O)CC)[C@@H](C)CN([C@@H](C)CO)S2(=O)=O
 : -4	-3.0
N#CCCN(Cc1ccco1)S(=O)(=O)c1ccccc1
 : 20	-0.4
C[C@@H]1CCCCO[C@H](CN(C)C)[C@@H](C)CN([C@@H](C)CO)C(=O)c2cc(NC(=O)Nc3ccc(F)cc3)ccc2O1
 : -5	1.7
C[C@H](CO)N1C[C@H](C)[C@H](CN(C)S(=O)(=O)c2ccc(F)cc2)Oc2c(NS(=O)(=O)c3cn(C)cn3)cccc2C1=O
 : nt	-9.0
CC(C)NC(=O)Nc1ccc2c(c1)C(=O)N([C@H](C)CO)C[C@@H](C)[C@H](CN(C)Cc1ccc(C(=O)O)cc1)O2
 : -2	nt
C[C@H]1CN([C@@H](C)CO)C(=O)c2cc(C3=CCCCC3)cnc2O[C@H]1CN(C)Cc1ccc(C(=O)O)cc1
 : 1	1.4

Quoted at random: 2 compounds from above
Below each compound – PRC2 inh	IDH1 R132H inh
CC(C)CC#Cc1ccc2c(c1)O[C@H](CN(C)C(=O)Cc1ccccn1)[C@@H](C)CN([C@@H](C)CO)S2(=O)=O
 : -8	0.4
CO[C@H]1CN(C)C(=O)c2cc(NC(=O)Nc3ccc(Cl)cc3)ccc2OC[C@@H](C)N(C)C[C@@H]1C
 : -1	-0.2

An excerpt of these results, as tab-separated lines.
compound	PRC2 inh	IDH1 R132H inh
COc1ccc(CN(C)C[C@@H]2Oc3c(NC(=O)Nc4ccc(C(F)(F)F)cc4)cccc3C(=O)N([C@H](C)CO)C[C@@H]2C)cc1	-8	0.1
CCCNC(=O)N(C)C[C@H]1Oc2cc(-c3ccc(C)cc3)ccc2S(=O)(=O)N([C@H](C)CO)C[C@H]1C	12	4.4
